PG9 binder: small molecules binding HIV-1 gp120 antibody PG9. inhibition, % at 6.7 µM. hit rate 0.43% among 360,000. TR-FRET gp120-PG9 antibody binding; in the data active means inhibition above about 8.5%
DAX1 inh-1: inhibits human nuclear receptor DAX1; P51843; HEK293 Gal4-DAX1 luciferase reporter, luminescence; inhibition, % at 6.75 µM; hit rate 0.99% among 340,000; AID 504766;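 active means inhibition above the mean over all tested compounds plus 3 SD, cut at about 4.2% in these data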;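 further: 0% = DAX1-transfected cells with DMSO and 100% = empty-vector control cells with DMSO; inhibition shows as a rise in luminescence from relieved DAX1 repression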
Target sequence (P51843 207-470 limits assumed): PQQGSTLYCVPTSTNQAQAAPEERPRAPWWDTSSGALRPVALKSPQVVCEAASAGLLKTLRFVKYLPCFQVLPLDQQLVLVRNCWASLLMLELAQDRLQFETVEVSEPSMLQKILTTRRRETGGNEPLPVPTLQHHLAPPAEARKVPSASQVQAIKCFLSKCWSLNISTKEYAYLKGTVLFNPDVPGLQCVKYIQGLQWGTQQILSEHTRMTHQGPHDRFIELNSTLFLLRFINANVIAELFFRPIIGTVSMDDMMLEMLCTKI
FXN GAA850 act: frataxin GAA850 promoter activation; HEK293 lucGAA850 FXN promoter luciferase reporter, 24 h; percent of 10 µM SAHA response; activation, % at 6 µM; hit rate 0.56% among 360,000; AID 540364;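 active means activation above the average of all compounds screened plus 3 SD, cutoff fixed separately per campaign, cut at about 7.5% in these data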;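 further: 0% = DMSO wells and 100% = 10 µM SAHA wells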
PLC-beta3 inh: inhibitors of human phospholipase C beta3; Purified PLC-beta3, fluorogenic substrate, fluorescence; hit rate 0.18% among 370,000; inhibition, % at 12.2 µM; AID 720704; Q01970; in the data active means inhibition above about 11%;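 further: 0% = median of compound wells on plate and 100% = full blocker control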
ssDAF-12 act: activates DAF-12 receptor from parasite S. stercoralis; HEK293 ssDAF-12/GRIP1 lit1-tk-luc reporter, luminescence; % of 3 µM dafachronic acid response; activation, % at 6.8 µM; hit rate 1% among 370,000; AID 652126;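 active means activation above the mean over all tested compounds plus 3 SD, cut at about 0.9% in these data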;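 further: 0% = DMSO-only wells and 100% = 3 µM delta7-dafachronic acid wells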
SMARCA2 activ: SMARCA2 function activation, primary screen; hit rate 1% among 370,000; activation, % at 9.1 µM; MG213 cells, MMTV-luciferase reporter, dexamethasone, overnight; AID 652017; in the data active means activation above about 7.8%;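 further: 0% = vehicle wells and 100% = reference activator wells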
NR1D1 modulator: modulators of human Rev-erb alpha DNA binding | P20393 | Rev-erbα–FITC-DNA binding, fluorescence polarization, 90 min | activity, % at 10 µM | hit rate 0.79% among 370,000 | AID 1259318;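 active means activity above about 14%, limit read from the data; passing the limit was not always enough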;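 further: 0% = DMSO wells with 35 nM protein and 100% = DMSO wells with 750 nM protein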
hgDAF-12 ag: agonists of H. glycines DAF-12 nuclear receptor; HEK293 GAL4-hgDAF12 UAS-luciferase reporter, agonist luminescence; normalized to butyrate control; activation, % at 6.8 µM; hit rate 1.8% among 370,000; AID 687014;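 active means activation above a cutoff set at the mean of all screened compounds plus 3 SD, cut at about 10% in these data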;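 further: 0% = DMSO wells and 100% = sodium butyrate wells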
DAX1 inh-2: blocks DAX1 repression of SF-1 activated StAR promoter | HEK293T StAR-luciferase reporter, SF-1/DAX-1 repression relief | hit rate 1.1% among 370,000 | inhibition, % at 6.8 µM | AID 652010;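 active means inhibition above the mean over all tested compounds plus 3 SD, cut at about 3.6% in these data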;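 further: 0% = DAX-1 cells with DMSO and 100% = cells lacking DAX-1 with DMSO; higher inhibition means more luminescence from relief of DAX-1 repression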
hcDAF12 agonist: activates DAF-12 receptor from parasite H. contortus; HEK293 hcDAF-12 lit1-tk-luc reporter, luminescence; 0% DMSO, 100% Δ7-dafachronic acid; activation, % at 6.8 µM; hit rate 1.4% among 370,000;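 active means activation above the mean of all tested compounds plus 3 SD, cut at about 5.5% in these data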;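 further: 100% = response to 3 µM Δ7-dafachronic acid high control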
HGIII-sPLA2 inh: Inhibits HGIII-sPLA2 liposome hydrolysis, primary screen; Q9NZ20; QFRET BODIPY PC-A2 liposome hydrolysis, fluorescence; inhibition, % at 12.2 µM; hit rate 0.56% among 370,000;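 active means inhibition above mean plus 3 SD of compounds lying within the high and low control bounds, cut at about 19% in these data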;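 further: 0% = median of test compound wells and 100% = no enzyme DMSO wells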
Target sequence (Q9NZ20 whole entry, looked up): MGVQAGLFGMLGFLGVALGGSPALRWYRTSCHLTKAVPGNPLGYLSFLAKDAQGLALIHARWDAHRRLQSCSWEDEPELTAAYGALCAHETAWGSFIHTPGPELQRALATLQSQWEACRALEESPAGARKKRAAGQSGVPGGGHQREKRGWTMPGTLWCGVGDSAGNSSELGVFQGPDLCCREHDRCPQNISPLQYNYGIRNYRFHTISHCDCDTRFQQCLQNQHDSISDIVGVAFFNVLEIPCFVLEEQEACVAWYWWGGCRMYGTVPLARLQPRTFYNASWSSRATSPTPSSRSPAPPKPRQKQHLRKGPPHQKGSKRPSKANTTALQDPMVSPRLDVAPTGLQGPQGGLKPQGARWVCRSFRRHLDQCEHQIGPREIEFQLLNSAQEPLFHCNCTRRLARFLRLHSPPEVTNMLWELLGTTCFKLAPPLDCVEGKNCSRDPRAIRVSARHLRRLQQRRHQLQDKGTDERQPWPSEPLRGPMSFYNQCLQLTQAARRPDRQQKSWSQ
An asterisk follows results filed as active; . = not tested or not shown.

SMILES	PG9 binder	DAX1 inh-1	FXN GAA850 act	PLC-beta3 inh	ssDAF-12 act	SMARCA2 activ	NR1D1 modulator	hgDAF-12 ag	DAX1 inh-2	hcDAF12 agonist	HGIII-sPLA2 inh
COC(=O)c1ccccc1NC(=O)C(C)n1nc(C)c2c(C)n(-c3ccccc3)nc2c1=O (stereo not drawn)	2.2	0.1	3.1	-4.6	-1.3	-2.0	-3.9	-1.0	0.0	-1.6	6.0
Cc1ccc(-c2nc3c(Br)cc(C)cn3c2Cc2cccc(Cl)c2)cc1	4.6	.	.	-12.4	0.2	-1.4	11.6	3.2	1.1	1.6	-9.9
Cc1ccc(NS(=O)(=O)c2cccc(C(=O)Nc3cc(C)on3)c2)cc1	-2.2	-2.3	-4.8	-3.3	-1.0	-3.7	2.6	-0.1	-1.2	-0.6	-20.9
COc1ccc(CCNC(=O)COc2ccc(S(=O)(=O)NCC(C)C)cc2Cl)cc1OC	2.2	-1.3	0.7	-4.4	-1.5	-0.9	-0.3	-0.9	-0.9	-3.0	-18.3
O=C(c1ccccc1-c1ncc[nH]1)N1CCc2c([nH]c3ccccc23)C1c1ccccn1 (stereo not drawn)	-2.3	.	0.4	-4.5	-0.6	-1.0	0.2	-2.9	0.0	-1.7	-9.7
CC(NCc1ccc(S(N)(=O)=O)cc1)C(=O)N1CCc2ccccc21 (stereo not drawn)	0.6	-0.4	-0.9	-8.8	-1.1	-3.7	-7.3	-1.2	-0.1	-2.6	4.0
CCCN1CCC(CCOc2ccccc2)(C(=O)OCC)CC1	-1.8	-0.8	-0.5	-3.3	-0.4	-0.7	6.1	3.2	-0.2	0.9	-8.8
Cc1ccc2oc(=O)n(CC(=O)N3CCOCC3)c2c1	0.2	1.0	-0.5	-6.1	-2.1	-2.3	5.0	0.2	0.1	0.9	7.2
COC(=O)c1cc(Cl)ccc1NCC(N)c1ccccc1 (stereo not drawn)	1.2	.	.	-486.3	-1.3	-1.4	6.0	5.9	-0.8	-0.3	20.2*
Cc1ccc(NC(=O)CC2(CC(=O)O)CCCC2)cc1	-0.6	0.5	1.8	-4.2	-0.4	-1.2	-2.2	-0.9	0.7	-0.8	-0.6
COCCn1c(COC)nc2ccccc21	0.7	0.0	0.6	-1.1	-1.4	-2.9	6.5	0.9	0.5	-2.6	6.7
CCC1CCCCN1C(=O)c1ccc(OC2CCN(Cc3ccccn3)CC2)cc1 (stereo not drawn)	-2.6	-0.3	0.9	-5.8	-1.1	4.5	-2.3	11.2*	-2.0	-2.5	-8.6
CN(C)CCCn1c2c(c(SCC(=O)Nc3cccc4ccccc34)nc1=O)CCCC2	-3.4	-1.0	1.8	-17.1	-0.2	0.7	-5.2	-1.4	2.2	-0.4	-11.6
CC(C)(CSc1ccccn1)NS(=O)(=O)c1ccccc1	0.2	-0.6	-1.2	-3.0	-1.1	-1.2	5.1	-0.1	-0.6	-1.4	-7.1
CCN(CC)S(=O)(=O)c1cccc(C(=O)Nc2ccc3c(c2)OCO3)c1	0.2	-0.5	-0.3	-2.8	-1.2	0.2	5.4	6.1	1.6	3.3	-6.2
COC(=O)c1ccc(NC(=O)CN2CCN(c3ccc(Cl)cc3)CC2)cc1	-0.9	0.9	-1.0	4.1	-1.4	1.4	1.1	0.8	-1.6	1.2	-1.8
CCOC(=O)c1c(NC(=O)C2CC(Cl)=CCC2C(=O)O)sc2c1CC(C)(C)OC2 (stereo not drawn)	-0.6	2.4	0.6	-1.6	-1.2	0.3	3.2	1.7	-0.2	-1.1	-8.5
O=C(O)c1[nH]c2ccccc2c1C(c1cc(Cl)cc([N+](=O)[O-])c1O)c1c(C(=O)O)[nH]c2ccccc12	-1.1	0.8	1.0	-6.5	-0.2	-2.0	-18.3	3.0	0.0	4.4	-242.5
COc1ccc(C(=O)Nc2ccc3cn[nH]c3c2)c(OC)c1	-1.5	2.2	2.6	3.2	0.9*	-1.3	-4.7	-2.1	1.5	1.0	11.3
COc1ccc(N2CCN(S(=O)(=O)c3c(C)n(C)c(=O)n(C)c3=O)CC2)cc1	0.8	-1.0	1.1	-3.5	-0.6	-2.3	-3.1	-3.5	1.1	2.0	5.4
O=[N+]([O-])c1ccc(S(=O)(=O)Nc2nc3ccccc3nc2Nc2ccccc2)cc1	-0.9	.	3.5	0.4	-1.2	-2.0	0.1	-0.8	0.4	0.2	1.8
O=C(N/N=C/c1ccc2c(c1)OCO2)c1ccccn1	-0.7	-1.1	-0.8	-24.7	-0.1	5.6	-6.0	9.9	4.7*	3.9	-5.0
COc1cc(C(=O)Nc2ccc(N(C)C)cc2)c([N+](=O)[O-])cc1OC	-9.2	-0.4	3.7	2.2	-1.1	2.8	0.9	2.6	0.2	1.6	12.0
CN1CCN(c2ccc(S(=O)(=O)N3CCCCC3)cc2[N+](=O)[O-])CC1	0.8	-0.7	2.0	-3.0	-2.1	-3.8	6.3	-0.6	-0.1	-1.5	-2.1
Cc1cc2nc(-c3ccc(SCC(=O)Nc4ccc(S(=O)(=O)NC5CC5)cc4)nc3)[nH]c2cc1C	7.8	0.0	-0.8	-254.5	1.2*	2.5	22.0	15.6*	4.5*	5.6*	-11.6

Additional results follow.
SMILES	PG9 binder	DAX1 inh-1	FXN GAA850 act	PLC-beta3 inh	ssDAF-12 act	SMARCA2 activ	NR1D1 modulator	hgDAF-12 ag	DAX1 inh-2	hcDAF12 agonist	HGIII-sPLA2 inh
CC(C)Oc1ccc2ccccc2c1C=O	0.8	1.2	0.1	-0.1	-0.8	1.7	3.9	1.2	0.7	-0.6	1.2
Cc1cc(C)c2ccc(N)nc2c1O	-1.5	-1.0	6.7	-1.4	-1.7	1.5	-3.8	-1.6	-2.0	-1.2	12.4
CN1C(=S)SC(/[N+]([O-])=C/c2cccnc2)C1(C)C (stereo not drawn)	-1.0	1.1	-1.3	1.3	-0.9	-3.6	-1.8	-2.1	-1.0	-1.2	4.2
S=c1[nH]nc(Cn2c(-c3ccccn3)nc3ccccc32)n1-c1ccc2c(c1)OCCO2	-0.6	3.6	0.6	-6.5	-0.5	2.6	-5.7	-0.7	0.4	1.2	-6.1
O=C(NCC1CCCO1)c1nn2c(c1Cl)NC(c1ccc(F)cc1)CC2C(F)(F)F (stereo not drawn)	-1.0	-0.4	-0.6	-1.5	-0.8	-1.3	-2.8	-3.1	-1.0	-2.9	-7.7
O=C(N/N=C/c1cc(Br)c(O)c(Br)c1)c1cccnc1	-5.7	0.9	1.6	-27.0	-0.9	-1.2	-4.1	0.7	0.1	-2.1	-1.1
CC1CCCC(NC(=O)C2CCN(S(=O)(=O)c3cccc4nonc34)CC2)C1C (stereo not drawn)	0.6	-0.2	0.6	-6.0	-1.1	-3.0	-3.6	-0.8	-0.1	2.2	7.7
CNC(=O)C1=NCCCc2cc(OC)c(OC)cc21	-1.8	0.2	0.5	1.1	-1.0	-2.0	8.7	-1.0	-0.3	0.2	-2.1
COc1ccccc1CNC(=O)CN1C(=O)NC(C)(c2ccc(C(C)(C)C)cc2)C1=O (stereo not drawn)	-0.9	1.0	-3.6	-5.1	-1.1	2.8	0.3	-1.0	0.0	-2.1	-9.3
CNC(=O)c1ccccc1F	-0.4	3.8	-0.9	0.8	-1.0	-1.3	-5.1	0.8	0.7	0.3	7.5
COc1ccc(Br)cc1S(=O)(=O)Nc1ncccc1C	0.3	2.1	-2.0	-1.7	-1.0	-0.4	1.3	1.0	-0.5	-0.8	-1.4
COc1ccc(OCC(=O)N2CCN(C(=O)c3ccccc3)CC2)cc1	-2.2	0.0	1.7	5.5	-1.1	0.0	-1.4	-0.9	-0.1	-1.4	4.4
CCOC(=O)c1ccccc1NC(=O)CN(c1cccc(OC)c1)S(C)(=O)=O	3.4	0.3	0.2	0.8	-0.9	-2.7	1.2	-0.4	-1.0	-1.9	-22.1
COC(=O)c1ccc(NC(=O)c2cccc(OC)c2)cc1	-0.1	0.7	4.0	-3.0	0.3	1.6	-0.9	6.1	1.1	0.4	0.0
COc1ccc(NC(=O)CN(C)C2=NS(=O)(=O)c3ccccc32)cc1Cl	-1.3	0.1	-1.3	5.2	-1.7	4.9	0.7	-2.0	0.4	-0.8	-10.7
Cc1cc(NC(=O)CSCC(=O)Nc2nc3ccccc3s2)no1	-0.7	0.6	2.4	-7.9	0.2	0.4	-4.5	0.7	-0.4	0.3	-12.8
C=CCN(CC=C)S(=O)(=O)c1ccc(C(=O)Nc2sc3c(c2C(N)=O)CCCCC3)cc1	-0.5	-0.6	1.4	-3.3	-1.4	3.7	2.6	-2.4	-1.1	0.9	-10.4
COc1ccc(C(=O)Nc2ccc3c(c2)C(=O)NC3=O)cc1	0.3	0.4	-1.8	2.1	-1.5	-0.6	-0.4	-1.9	0.1	-2.4	-3.8
COCCCNC(=O)CN(c1ccc(F)cc1)S(=O)(=O)c1ccc2c(c1)OCCO2	2.2	-0.8	1.6	-4.1	-1.1	-3.3	8.2	-0.8	0.1	0.6	-1.3
Nc1sc(Cc2ccccc2)cc1C(=O)c1c(-c2ccccc2)[nH]c2ccccc12	0.7	.	.	-101.1	-1.0	-6.0	-5.2	2.8	-3.5	0.1	7.3
NC(=O)C1CCN(C(=O)Cc2ccsc2)CC1	-1.9	1.6	-1.8	-6.5	-0.7	0.3	-5.0	-1.0	1.3	2.1	-1.4

Single records (already shown). Values in the order: PG9 binder	DAX1 inh-1	FXN GAA850 act	PLC-beta3 inh	ssDAF-12 act	SMARCA2 activ	NR1D1 modulator	hgDAF-12 ag	DAX1 inh-2	hcDAF12 agonist	HGIII-sPLA2 inh
Cc1cc(NC(=O)CSCC(=O)Nc2nc3ccccc3s2)no1 across the screens: -0.7	0.6	2.4	-7.9	0.2	0.4	-4.5	0.7	-0.4	0.3	-12.8
CNC(=O)C1=NCCCc2cc(OC)c(OC)cc21 across the screens: -1.8	0.2	0.5	1.1	-1.0	-2.0	8.7	-1.0	-0.3	0.2	-2.1
CN1C(=S)SC(/[N+]([O-])=C/c2cccnc2)C1(C)C (stereo not drawn) across the screens: -1.0	1.1	-1.3	1.3	-0.9	-3.6	-1.8	-2.1	-1.0	-1.2	4.2
CCOC(=O)c1ccccc1NC(=O)CN(c1cccc(OC)c1)S(C)(=O)=O across the screens: 3.4	0.3	0.2	0.8	-0.9	-2.7	1.2	-0.4	-1.0	-1.9	-22.1
CNC(=O)c1ccccc1F across the screens: -0.4	3.8	-0.9	0.8	-1.0	-1.3	-5.1	0.8	0.7	0.3	7.5
